Screening data (PubChem)
TGFb SMAD3 inh: TGF-b pathway inhibition | HepG2 CAGA-GFP TGF-b/SMAD3 reporter, GFP fluorescence, 18 h; TGF-beta stimulated, 500 pg/mL final | AID 588855 | actives 1.2% (n = 410,000) | Potency, µM (series often up to 46.1 µM), for inactives: at the top dose activity, negative = inhibition, actives largely listed as inhibitors; note: potency is the fitted concentration of half-maximal effect; % is set by controls: 0 for no effect and ±100 for the full control effect; nearly all actives have a fitted effect of over 65% in size
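Inhibition was scored as loss of TGF-beta-induced (500 pg/mL final, 18 hours, 37 degrees C) GFP in HEPG2 cells carrying a CAGA-GFP reporter, in DMEM with 1% FBS. Well GFP was summed per cell; Activity was normalised to unstimulated and stimulated DMSO wells, then concentration-response fitting.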
pAkt inh: Akt phosphorylation inhibition; activity change, % for hits at 50 µM; AID 651550; Neuro2A IGF-stimulated pAkt S473 HTRF, 20 min; hits give low values; actives 0.32% (n = 360,000); in the data active = activity change below about -80%; inconclusive = mostly about -51% to -80%; note: % is set by controls: 0 for no effect and ±100 for the full control effect
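Single-point screen (50 µM final compound) in Neuro2A cells stimulated 20 min with 6 nM IGF at 37 deg C. After lysis, Ser473-phosphorylated Akt read by HTRF (ex 330 nm, em 615/665 nm) as the 665/615 ratio.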
A549 viability: A549 cytotoxicity, counter-screen for Nrf2 inhibitors | A549 ARE-Fluc cells, CellTiter-Fluor viability, 18-24 h | actives 0.16% (n = 390,000) | Potency, µM (doses to about 46 µM), inactives show at the highest dose activity change, negative = cytotoxicity, actives largely listed as inhibitors; note: potency is the fitted concentration of half-maximal effect; % is set by controls: 0 for no effect and ±100 for the full control effect
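Cytotoxicity counterscreen: CellTiter-Fluor fluorescence was measured in A549 ARE_Fluc cells after 18-24 h of compound exposure in a concentration series. The subsequent BugLite luminescent read reports ARE-luciferase activity.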
Nrf2 inh: blocks Nrf2 signaling; A549 ARE-Fluc reporter, luciferase luminescence, 18-24 h; Potency, µM (doses to about 46 µM), for inactives: at the highest dose activity change, negative = inhibition, hits mostly inhibitors; actives 2.1% (n = 360,000); AID 504444; note: potency is the fitted concentration of half-maximal effect; % is set by controls: 0 for no effect and ±100 for the full control effect; nearly all actives have a fitted effect of over 60% in size
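Two sequential reads on A549 ARE_Fluc cells exposed to compound for 18-24 h: a CellTiter-Fluor fluorescence read for viability, then a luciferase luminescence read for Nrf2/ARE activity.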
EPAC2 agonist: agonists of human EPAC2 (RAPGEF4) | actives 0.079% (n = 360,000) | EPAC2 activation, biochemical qHTS; response scale: 100% = 6.5 mM cAMP response | AID 720711 | Potency, µM (titrated, usually from 154 µM), for inactives: at the highest dose activation, hits mostly activators; note: potency is the fitted concentration of half-maximal effect; nearly all actives have a fitted effect of over 50% in size
Target sequence (Q8WZA2 whole entry, looked up): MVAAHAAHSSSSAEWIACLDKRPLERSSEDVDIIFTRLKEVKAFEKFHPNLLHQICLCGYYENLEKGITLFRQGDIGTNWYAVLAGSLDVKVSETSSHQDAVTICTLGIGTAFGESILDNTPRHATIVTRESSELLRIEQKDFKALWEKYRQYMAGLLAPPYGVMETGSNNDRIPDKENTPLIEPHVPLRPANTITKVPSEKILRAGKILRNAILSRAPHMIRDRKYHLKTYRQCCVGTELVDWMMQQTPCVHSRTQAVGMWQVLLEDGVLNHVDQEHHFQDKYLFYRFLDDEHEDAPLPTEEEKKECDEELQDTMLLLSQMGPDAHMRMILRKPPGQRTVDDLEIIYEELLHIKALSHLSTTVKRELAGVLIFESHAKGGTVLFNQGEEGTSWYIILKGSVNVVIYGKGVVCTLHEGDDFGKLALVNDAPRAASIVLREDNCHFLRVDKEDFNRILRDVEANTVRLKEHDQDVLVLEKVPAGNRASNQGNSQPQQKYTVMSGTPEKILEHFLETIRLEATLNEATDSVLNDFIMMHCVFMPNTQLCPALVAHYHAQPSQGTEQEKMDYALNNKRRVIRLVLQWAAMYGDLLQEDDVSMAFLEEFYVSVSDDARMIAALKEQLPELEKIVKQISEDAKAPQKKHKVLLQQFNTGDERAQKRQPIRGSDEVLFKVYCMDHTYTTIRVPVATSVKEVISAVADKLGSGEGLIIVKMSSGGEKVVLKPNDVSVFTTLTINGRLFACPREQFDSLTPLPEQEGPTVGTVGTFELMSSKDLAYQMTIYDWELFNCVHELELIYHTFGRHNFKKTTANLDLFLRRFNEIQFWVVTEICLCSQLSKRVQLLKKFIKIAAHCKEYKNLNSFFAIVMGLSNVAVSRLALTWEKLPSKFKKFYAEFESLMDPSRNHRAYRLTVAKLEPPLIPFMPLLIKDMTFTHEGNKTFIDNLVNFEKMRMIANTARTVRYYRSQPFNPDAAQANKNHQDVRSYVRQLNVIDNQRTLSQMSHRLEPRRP
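Guanine nucleotide exchange by EPAC2 is measured as reduced fluorescence of BODIPY-GDP once it is released from 250 nM Rap1B. Plates are read kinetically for 30 min at room temperature; results are scaled to 6.5 mM cAMP.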
CCT chaperon mod: modulators of cytosolic chaperonin (CCT/TRiC) activity | purified chaperonin ATPase assay, HTRF ADP detection, 30 min | activity change, % (no concentration beside the values), hits read low | actives 0.3% (n = 360,000) | AID 651819; in the data active = activity change below about -30%; note: % is set by controls: 0 for no effect and ±100 for the full control effect
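TRiC (40 or 20 nM final, by batch activity) in 30 mM Tris pH 7.4, 100 mM KCl, 5 mM MgCl2, 1 mM DTT was treated with compound at 76 uM single dose, then 10 uM ATP, 30 min at 37 °C. ADP was read by HTRF Transcreener.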
EPAC2 antagonist: blocks human EPAC2 exchange factor | actives 0.18% (n = 360,000) | EPAC2 GEF exchange of Rap1B-BODIPY-GDP, fluorescence | Potency, µM (highest dose often 114 µM), without a hit: at the top dose activity, negative = inhibition, actives largely listed as inhibitors | Q8WZA2; note: potency is the fitted concentration of half-maximal effect; % is set by controls: 0 for no effect and ±100 for the full control effect; nearly all actives have a fitted effect of over 45% in size; many of its hits are not listed in these tables
Mm-Cpn inhibitor: blocks the Methanococcus maripaludis chaperonin Mm-Cpn; Potency, µM (top dose mostly 76.9 µM), for the others: at the top dose activity, negative = inhibition, hits mostly inhibitors; AID 504842; actives 0.031% (n = 330,000); purified Mm-Cpn ATPase, ADP Transcreener TR-FRET; note: potency is the fitted concentration of half-maximal effect; % is set by controls: 0 for no effect and ±100 for the full control effect; nearly all actives have a fitted effect of over 80% in size
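Purified archaeal Mm-CPN (25nM final) preincubated 10 min at 37degC with compound, then 10uM ATP for 30 min at 37degC; ADP measured by HTRF Transcreener TR-FRET; buffer 30 mM TRIS pH 7.4, 100mM KCl, 5mM MgCl2, 1mM DTT.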
Nrf2 ARE act: Nrf2 pathway activation. AREc32 ARE-luciferase reporter (MCF7-derived line), luminescence, 24 h. Potency, µM (titrated, usually from 46.1 µM), for the others: top-dose activation, usual class: activators. actives 0.31% (n = 410,000). AID 624171; note: potency is the fitted concentration of half-maximal effect; % of control where 0% means no effect; nearly all actives have a fitted effect of over 65% in size
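Luminescent ARE reporter assay in AREc32_Fluc cells: overnight plating at 37 deg C, 24 hr compound incubation, Steady-Glo added, 30 min RT before reading.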
* hit, by the source's call; i = inactive; ? = inconclusive; . = not tested or not shown; [ ] = dose if it differs, or a comment. Unless noted, calls come from the whole dose curve; as a rule, active = well fitted curve in the direction sought with a large enough effect; inconclusive = small, poorly fitted or top-dose-only effect, or another doubt; inactive = no such curve, though single readings can be large; an effect the other way counts as inactive or inconclusive.

Preview:
nr | smiles | pAkt inh | TGFb SMAD3 inh | A549 viability | Nrf2 ARE act | CCT chaperon mod | EPAC2 antagonist | Mm-Cpn inhibitor | Nrf2 inh | EPAC2 agonist
1 | O=c1[nH]c2ccccc2nc1Cc1ccccc1 | i | -9% | -3% | 0.1% | -0.4 | 0% | -2% | 26% | 1%
2 | Cc1c(C(=O)N2CCCCCC2)c(S(=O)(=O)Nc2ccccc2F)c(C)n1C | i | -3% | 3% | 0.6% | -3.8 | 12% | 1% | 14% | -2%

The list itself, previewed entries included:
nr | smiles | pAkt inh | TGFb SMAD3 inh | A549 viability | Nrf2 ARE act | CCT chaperon mod | EPAC2 antagonist | Mm-Cpn inhibitor | Nrf2 inh | EPAC2 agonist
1 | O=c1[nH]c2ccccc2nc1Cc1ccccc1 | i | -9% | -3% | 0.1% | -0.4 | 0% | -2% | 26% | 1%
2 | Cc1c(C(=O)N2CCCCCC2)c(S(=O)(=O)Nc2ccccc2F)c(C)n1C | i | -3% | 3% | 0.6% | -3.8 | 12% | 1% | 14% | -2%
3 | CC(=O)c1ccc(NC(=O)C(C)n2c3ccccc3c3nc(=O)cc(C)n32)cc1 (centres undefined) | i | 11% | 0% | -0.2% | 0.3 | 4% | 0% | -3% | 2%
4 | CC1CCCCN1C(=O)C(=O)c1cn(CC(=O)N2CCCC2)c2ccccc12 (centres undefined) | i | -15% | 4% | -1.6% | 0.3 | -8% | -2% | -9% | -4%
5 | CCN(CC)C(=O)CSc1nnc(C2CCCCC2)o1 | i | 16% | -6% | 0.1% | -1.9 | 0% | 0% | ? | -5%
6 | C(=N\Nc1nc2ccccc2[nH]1)/c1ccccn1 | i | ? | ? | -4.3% | 0.5 | 3% | 1% | ? | -3%
7 | COc1cc(S(=O)(=O)NC2CCCC2)c(OC)cc1C | i | -9% | 0% | -0.3% | -0.9 | -3% | 1% | 2% | 7%
8 | O=C1CC(N2CCN(S(=O)(=O)c3ccc([N+](=O)[O-])cc3)CC2)C(=O)N1c1ccccc1F (centres undefined) | i | -9% | 2% | -0.2% | -2.0 | 1% | 3% | 12% | 4%
9 | O=C(c1ccc2nccnc2c1)N1CCN(c2ccccc2)CC1 | i | -2% | -8% | 0.3% | -2.6 | 3% | 1% | 2% | 4%
10 | CC(C)c1cc(-c2cc(C(=O)NCc3ccccc3)on2)nc(NC2CCCC2)n1 | i | ? | 1% | 0.0% | -4.0 | 10% | -2% | ? | 14%

Five compounds out of the list above, sorted by the value under EPAC2 agonist, low to high.
No.	mol	EPAC2 agonist
4	CC1CCCCN1C(=O)C(=O)c1cn(CC(=O)N2CCCC2)c2ccccc12 (centres undefined)	-4%
6	C(=N\Nc1nc2ccccc2[nH]1)/c1ccccn1	-3%
1	O=c1[nH]c2ccccc2nc1Cc1ccccc1	1%
3	CC(=O)c1ccc(NC(=O)C(C)n2c3ccccc3c3nc(=O)cc(C)n32)cc1 (centres undefined)	2%
8	O=C1CC(N2CCN(S(=O)(=O)c3ccc([N+](=O)[O-])cc3)CC2)C(=O)N1c1ccccc1F (centres undefined)	4%

Next section
nr | smiles | pAkt inh | TGFb SMAD3 inh | A549 viability | Nrf2 ARE act | CCT chaperon mod | EPAC2 antagonist | Mm-Cpn inhibitor | Nrf2 inh | EPAC2 agonist
11 | CN1CCN(S(=O)(=O)c2ccc(NCc3ccc4c(c3)OCO4)nc2)CC1 | i | 0% | 0% | -0.4% | -1.6 | 1% | -1% | 7% | -3%
12 | CC1=Nc2nc(N3CCCCC3)c(C#N)c3c4c(nc(c23)N1)N(c1ccc(C(C)C)cc1)C(=O)C4 | i | 0% | -2% | -0.3% | -0.7 | 1% | -1% | -5% | -5%
13 | Cn1ccnc1CN1CCCCC1C(=O)Nc1ccc(Oc2cccnc2)cc1 (centres undefined) | i | -9% | -9% | 0.2% | 0.0 | 2% | -1% | 7% | 0%
14 | O=C(Nc1ccc(Cl)cc1)[C@@H]1[C@@H]2C(=O)N(c3ccc(Cl)cc3)C(=O)[C@@H]2[C@H]2C=CC=NN21 | i | -4% | 1% | 16% | -1.9 | 0% | -2% | 12% | 0%
15 | CC(C)C(=O)NC(=S)Nc1nnn(C)n1 | i | -8% | 0% | -0.1% | 1.3 | -8% | 2% | -14% | -1%
16 | COc1cccc(-c2cc(C(F)(F)F)n3nc(C(=O)N4CCCCC4c4cccnc4)cc3n2)c1 (centres undefined) | i | -29% | -7% | -0.3% | 0.9 | -16% | -2% | ? | -8%
17 | O=C(Nc1ccc(Cl)c(C(F)(F)F)c1)C(=O)N1CCCCC1 | i | 20% | 7% | 2.4% | -3.3 | -30% | 0% | 4% | -17%
18 | COc1ccc(OC)c(Nc2cc(-c3ccccc3)nc(N)n2)c1 | i | -3% | -20% | -0.3% | -2.2 | -4% | -3% | ? | 5%
19 | CCn1cc(CN2CCCC(C(=O)Nc3cccc(-c4cc5ccccc5[nH]4)c3)C2)cn1 (centres undefined) | i | ? | 5% | 12% | -0.6 | 0% | 4% | 12% | 6%
20 | CCn1cnc2cc(NS(=O)(=O)c3ccc(OC)c(OC)c3)ccc21 | i | 0% | 4% | -0.1% | 0.1 | 3% | -1% | -8% | 4%
21 | CCOC(=O)C(NC(=O)c1cccc(Cl)c1)(OCc1ccccc1)C(F)(F)F (centres undefined) | i | ? | -15% | 2.7% | 1.9 | -13% | -2% | 0% | 2%
22 | NC(=O)c1ccc(NC(=O)CN2CCN(c3ccccc3)CC2)cc1 | i | 1% | 1% | -0.2% | -0.6 | -2% | 0% | -15% | 4%
23 | COc1ccc(OC)c(NC(=O)C2(C)CCN2C(=O)C2(c3ccc(Cl)cc3)CCC2)c1 (centres undefined) | i | ? | . | 0.1%[9.22 µM] | -3.1 | -19% | . | . | 13%
24 | COC(=O)C1=C(N)Oc2cc(C)n(CCc3ccccc3)c(=O)c2C1c1cccnc1 (centres undefined) | i | -21% | 1% | 0.6% | 0.3 | 1% | 2% | 3% | -7%
25 | COc1ccc2nc(C)cc(N3CCC(C(N)=O)CC3)c2c1 | i | -7% | 3% | -0.3% | 3.2 | 0% | -6% | 9% | -5%
26 | CN1C(=O)CC(P(=O)(c2ccccc2)c2ccccc2)N(C)C1=O (centres undefined) | i | -4% | -2% | 0.4% | -1.5 | -8% | 0% | 18% | -2%
27 | C/C(CC(=O)Nc1cccc(Cl)c1Cl)=N\NC(=O)c1ccccc1Br | i | -29% | 6% | 2.6% | -23 | 5% | 1% | 3% | 11%
28 | CCOC(=O)C1=C(CS(=O)(=O)c2ccc(C)cc2)NC(=O)NC1c1cc(OC)c(OC)c(OC)c1 (centres undefined) | i | 20% | 3% | 0.2% | -0.4 | -3% | -1% | 10% | 6%
29 | Cc1ccc(S(=O)(=O)N2CCOC23CCN(C(=O)c2ccc(Cl)cc2Cl)CC3)cc1 | . | ? | -6% | 7.9% | -1.3 | -8% | 0% | 9% | 12%
30 | O=C(COC(=O)c1cc(=O)[nH]c2ccccc12)NC1CCCC1 | i | 0% | 6% | 0.0% | -1.0 | 5% | 3% | 19% | 4%
31 | O=C(COC(=O)C1(c2ccccc2F)CCCC1)N1CCOCC1 | i | 2% | -5% | -0.1% | -3.3 | 7% | 1% | 16% | -7%
32 | O=[N+]([O-])c1ccc2nonc2c1Nc1cccc(F)c1 | i | 3% | -4% | 3.2% | 1.0 | -5% | 1% | ? | 2%
33 | CCCCN(C)Cc1c(O)ccc2c(-c3ccccc3)cc(=O)oc12 | i | -23% | 19% | 0.2% | -1.5 | 7% | -2% | 14% | 2%
34 | CCCCOC(=O)c1ccc(NC(=O)COC(=O)CSc2nc(C)cc(C)n2)cc1 | i | 0% | -2% | 0.7% | -0.3 | -9% | 3% | ? | -1%
35 | COc1ccnc(N=CNOCc2ccc(C)cc2)c1C#N | i | -20% | ? | 1.0% | -2.5 | 6% | 2% | 14% | -10%
36 | CCOC(=O)c1sc(NC(=O)c2c(C)nn(Cc3ccccc3)c2C)cc1C | i | ? | ? | 0.4% | 2.5 | -4% | -18% | ? | -5%
37 | COc1ccc(CNCC(=O)Nc2cc(OC)cc(OC)c2)cc1 | i | -5% | 15% | 3.9% | 0.3 | -5% | 0% | -4% | 8%
38 | Cc1ccc(OCc2cc(C(=O)N3CCc4sccc4C3)no2)cc1C | i | -3% | 17% | -0.2% | -1.9 | -10% | -1% | -27% | 16%
39 | CCCCn1c(N)c(N(CCOC)C(=O)CN2c3ccccc3CC2C)c(=O)[nH]c1=O (centres undefined) | i | -2% | 2% | -0.7% | 1.0 | 8% | 1% | -12% | 6%
40 | COc1ccc(S(=O)(=O)Nc2cc(C)c(O)cc2C(C)C)cc1 | i | 3% | 1% | 5.2% | 0.3 | -6% | -4% | -4% | 1%
41 | O=c1[nH]c(=O)n(Cc2ccco2)c2c1C(C(F)(F)F)(C(F)(F)F)N=C(Cc1ccccc1)N2 | i | -1% | . | 3.7% | -0.8 | 5% | 1% | -20% | -5%
42 | CCOC(=O)c1ccc(NC(=O)C2CC3CCC2C3)cc1 (centres undefined) | i | 1% | -8% | 2.6% | 2.1 | -5% | . | ? | 14%
43 | COc1ccccc1-c1cc(C(=O)NC(C)c2ccccc2)no1 (centres undefined) | i | -9% | -3% | -0.5% | -1.4 | -4% | 0% | ? | 21%
44 | CCCCn1c(N)c(N(CC)C(=O)COc2ccc(C#N)cc2)c(=O)[nH]c1=O | i | 8% | -3% | -1.9% | -0.5 | -1% | 2% | 3% | 6%
45 | CCOc1ccc(/C=C/C(=O)Nc2ccc(C(N)=O)cc2)cc1OC | i | -1% | 1% | -0.6% | 0.1 | 16% | -1% | 4% | -10%

Only part of the results is shown; count on the stated rates, not on these rows.
